PHOSPHO1 inh: inhibitors of human PHOSPHO1 phosphatase; Q8TCT1; inhibition, % at 13.3 µM; recombinant PHOSPHO1, absorbance phosphatase assay; 1.1% of 290,000 active; AID 1565; in the data active = inhibition above about 60%
GalR3 antagonist: blocks the human galanin receptor 3; HEK293 GalR3-CNG cAMP membrane potential fluorescence; galR3 body fused to GalR1 C-terminus; inhibition, % at 3 µM; 0.44% of 360,000 active; AID 651719;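 active = inhibition above the screen-wide average plus 3 SD, cut at about 13% in these data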;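 also: forskolin and galanin both at EC90 stimulate the cells; cAMP rise reported by CNG channel membrane potential dye signal; 0% = forskolin plus galanin with DMSO and 100% = forskolin alone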
Target sequence (O60755 1-299 limits assumed): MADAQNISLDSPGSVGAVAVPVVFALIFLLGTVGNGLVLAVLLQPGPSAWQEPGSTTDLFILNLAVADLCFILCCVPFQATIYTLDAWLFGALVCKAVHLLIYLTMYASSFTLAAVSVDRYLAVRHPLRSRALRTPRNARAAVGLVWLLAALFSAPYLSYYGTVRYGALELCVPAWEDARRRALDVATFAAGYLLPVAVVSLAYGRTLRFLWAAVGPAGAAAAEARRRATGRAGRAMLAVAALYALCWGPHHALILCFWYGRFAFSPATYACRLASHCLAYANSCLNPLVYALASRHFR
M4 PAM: potentiates acetylcholine response at human M4 receptor. P08173. CHO-K1 hM4/Gqi5, Fluo-8 calcium fluorescence, ACh EC20; 0% = ACh EC20, 100% = maximal ACh. activation, % at 3 µM. 0.4% of 360,000 active. AID 624126;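 active = activation above its plate's cutoff, the mean activation of sample wells plus 3 SD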; also: some results filed as inactive read as strong as hits
Target sequence (P08173 whole entry, looked up): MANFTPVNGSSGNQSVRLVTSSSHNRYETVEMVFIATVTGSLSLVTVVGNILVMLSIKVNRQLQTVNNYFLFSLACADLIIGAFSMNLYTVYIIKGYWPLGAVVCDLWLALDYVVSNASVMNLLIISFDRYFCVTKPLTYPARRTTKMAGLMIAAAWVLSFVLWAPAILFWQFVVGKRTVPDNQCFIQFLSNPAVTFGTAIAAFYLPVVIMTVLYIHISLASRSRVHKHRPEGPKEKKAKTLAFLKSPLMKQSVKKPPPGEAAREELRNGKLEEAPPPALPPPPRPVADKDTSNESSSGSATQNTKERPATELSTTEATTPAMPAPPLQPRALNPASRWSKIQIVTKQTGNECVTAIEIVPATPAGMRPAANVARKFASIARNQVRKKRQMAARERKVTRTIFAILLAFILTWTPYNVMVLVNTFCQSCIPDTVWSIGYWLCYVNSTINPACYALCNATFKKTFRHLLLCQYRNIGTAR
IDE act: boosts human insulin-degrading enzyme activity in HEK cells. P14735. FAbeta-B cleavage, fluorescence polarization; 0% vehicle, 100% cell-free pure enzyme wells. activation, % at 5.96 µM. 0.073% of 340,000 active. AID 493087;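 active = activation above the mean of all tested compounds plus 3 SD, set per screening campaign, cut at about 17% in these data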
CRFR2-BP ag: CRF-BP/CRF-R2 complex agonism; activation, % at 13.2 µM; 0.46% of 350,000 active; AID 588473; HEK293 CRF-R2/CRF-BP, calcium dye fluorescence (FLIPR); percent of saturating CRF peptide response;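 active = activation of at least 50%, plus an integration ratio under a set limit after plate pattern correction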;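 also: plate controls were neutral control wells without compound for no effect and CRF at EC100 for full effect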
CRFR2-BP antag: antagonists of CRF-binding protein/CRF-R2 receptor complex | HEK293 CRF-R2/CRF-BP, CRF-induced calcium fluorescence | 0.59% of 350,000 active | AID 588475 | inhibition, % at 11.8 µM;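 active = inhibition of the ligand-induced calcium signal above about 50% at the single tested concentration, limit read from the data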
IDE cell inh: inhibits human insulin-degrading enzyme in HEK cells. P14735. FAbetaB cleavage, fluorescence polarization. inhibition, % at 5.59 µM. 0.41% of 320,000 active. AID 434962;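 active = percent inhibition above the average of all tested compounds plus 3 SD, set per screening campaign, cut at about 16% in these data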;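 also: IDE supplied by intact live HEK cells; FP after avidin binding of uncleaved biotin substrate so inhibition keeps polarization high; 0% = DMSO wells and 100% = 60 µM reference IDE inhibitor Ii1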
MEKK3 PB1 HTS: modulators (inhibitors or enhancers) of MEK5 binding to human MEKK3 PB1 domain; 1.4% of 290,000 active; bead-based flow cytometry, Alexa488-MEK5 binding to MEKK3; actives lie on both sides; 0 = blocked by unlabeled MEK5, 100 = vehicle; Q99759; binding response (% of control), % at 10 µM;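 active = binding response more than 3 SD above or below the average of its plate-row segment, actives on both sides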;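 also: Alexa488 bead fluorescence after subtracting the streptavidin-only scavenger bead signal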
pCIP destab: lowers stability of the mouse p/CIP coactivator protein. F442A p/CIP-EGFP cells, EGFP fluorescence, 16 h. 0.01% of 290,000 active. decrease of EGFP signal, % at 10 µM. AID 1984;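 active = EGFP signal decrease of at least 30% at 10 µM or well 3 SD below plate mean, unless failing retest; inactive = the rest, including hits failing retest or dose response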; also: some compounds called inactive have numbers as strong as hits; many of its hits are not listed in these tables
An asterisk follows results filed as active; nt = no result given; [ ] = another dose, or the depositor's remark. Compounds as they come; any-hit rate near 4.2%.

SMILES	PHOSPHO1 inh	GalR3 antagonist	M4 PAM	IDE act	CRFR2-BP ag	CRFR2-BP antag	IDE cell inh	MEKK3 PB1 HTS	pCIP destab
Cc1ccc(C2C3=C(CC(C)(C)CC3=O)NC3=C2C(=O)c2ccccc23)cc1 (configuration not stated)	-25	22*	-8	9	-13	15	-2	97	-20
Cc1ccc(C)c2c3c([nH]c12)-c1nonc1CC3	10	-1	15	7	-2.0	-27	-5	98	-1
CCCn1c(NC(=O)CN2C(=O)NC3(CCCC3)C2=O)nc2ccccc21	nt	-1	23*	-1	1.0	-6	-1	nt	nt
CC(=O)Nc1nc(C(=O)Nc2c(C)n[nH]c2C)cs1	-6	-3	4	5	-0.7	-1	5	95	11
CC(NC(=O)c1ccco1)C(=O)OCC(=O)c1ccc(Cl)s1 (configuration not stated)	-21	-2	0	0	1.3	-14	4	106	2
CCCn1c(=O)c2c(C(F)(F)F)cc(-c3ccco3)nc2n(CCC)c1=O	1	3	8	4	2.4	-12	2	89	-8
Cc1c(C)n(CC(O)CNCCO)c2ccccc12 (configuration not stated)	-20	0	-7	-2	-0.8	-6	6	98	-11
CC(C)C(=O)N1CCN(CCN2C(=O)c3cccc4cccc(c34)C2=O)CC1	27	-6	4	7	0.6	-7	nt	101	-5
CCCCCOc1ccc2oc(=O)c3c(c2c1)CCCN3C(=O)CN1CCCC(C(=O)OCC)C1 (configuration not stated)	24	-4	-13	3	0.2	15	2	2.0*[inhibitor]	-2
O=C(COC(=O)/C=C/c1cccs1)Nc1ccc2ccccc2c1	10	0	-1	2	-0.7	-10	-3	100	-17
Cn1c(N=Nc2ccc(N3CCOCC3)cc2)[n+](C)c2ccccc21	37	-3	3	3	-3.9	12	nt	96	-5
O=C(COC(=O)/C=C/c1cccc(C(F)(F)F)c1)NC1CCS(=O)(=O)C1 (configuration not stated)	nt	-3	1	2	-0.6	4	3	nt	nt
CCN1C(=O)C(=O)c2cc(C)ccc21	nt	-3	7	3	1.2	-1	1	nt	nt
COc1ccc(CC(NC(C)=O)C(=O)NC2CCN(C(=O)c3ccncc3)CC2)cc1OC (configuration not stated)	36	-8	6	3	-1.6	0	-4	99	-16
COc1ccc2c(c1)c1ncn(Cc3ccco3)c(=O)c1n2C	45	-1	4	5	-6.8	8	2	95	0
COc1cccc(NC(=O)COC(=O)CCSc2ccccc2)c1	nt	-3	5	-4	-2.0	-3	-1	nt	nt
Cc1ccc(NC(=O)CS(=O)CC(=O)Nc2ccc3c(c2)OCO3)cc1Cl (configuration not stated)	1	-1	8	0	-0.4	-11	1	116	-7
Cc1ccc(C(=O)N2CCN(c3ccc([N+](=O)[O-])cc3-n3cccc3)CC2)cc1	42	-6	-4	nt	-0.1	-11	-4	127	2
Cc1cccc(OCCOC(=O)Nc2ccccc2)c1	-5	-2	-2	6	0.8	10	5	102	7
O=c1[nH]c2ccccc2n2c(C(F)(F)F)nnc12	-12	-8	-4	0	-1.6	1	-3	101	-14
O=C(CN1C(=O)NC2(CCc3ccccc32)C1=O)Nc1cccc(F)c1 (configuration not stated)	nt	-3	21	5	-1.4	-1	5	nt	nt
CCN(C1=NS(=O)(=O)c2ccccc21)N(CC)S(=O)(=O)c1ccc(C)cc1	-14	-5	0	3	1.2	15	1	100	4
C[C@@H]1CN([C@@H](C)CO)C(=O)CCCn2nncc2CO[C@@H]1CN(C)C(=O)Nc1ccc(N2CCN(C)CC2)cc1	nt	-1	6	nt	-1.0	7	nt	nt	nt
N#Cc1c(N)nc2c3c(sc(=N)c2c1N)NC(=O)CC3c1ccccc1 (configuration not stated)	28	22*	-4	-4	4.8	2	2	91	3
CC(=O)c1ccc(S(=O)(=O)N2CCN(C(=O)c3ccc(N)c([N+](=O)[O-])c3)CC2)cc1	nt	2	-2	2	1.1	9	-3	nt	nt
(more compounds)
SMILES	PHOSPHO1 inh	GalR3 antagonist	M4 PAM	IDE act	CRFR2-BP ag	CRFR2-BP antag	IDE cell inh	MEKK3 PB1 HTS	pCIP destab
CCCc1cc(=O)[nH]c(SCC(=O)Nc2cc3c(cc2C(C)=O)OCO3)n1	-14	0	0	0	5.0	-4	-5	99	-8
CCCC(C(=O)OCC)P(=O)(c1ccccc1)c1ccccc1 (configuration not stated)	12	-5	8	-1	-2.5	0	0	94	3
COc1ccc(-c2csc3ncnc(N4CCN(c5ccccc5[N+](=O)[O-])CC4)c23)cc1	21	nt	1	-1	-2.0	-18	0	101	-22
COc1ccc([C@H]2N[C@]3(CCCN(Cc4ccccc4)C3=O)[C@H]3C(=O)N(Cc4ccccc4)C(=O)[C@@H]23)cc1	nt	-6	-7	nt	-1.2	-5	nt	nt	nt
CCCCOC1CC(c2ccc(OCc3ccc(OC)cc3)c(OC)c2)N(C)O1 (configuration not stated)	-13	-5	-9	6	-3.2	89*	3	97	4
COc1ccc2[nH]c(=O)c(CN(Cc3ccco3)C(c3nnnn3Cc3ccccc3)C(C)C)cc2c1 (configuration not stated)	17	13*	-8	-2	2.1	15	-1	96	-3
O=C(N/N=C/c1coc2ccc(Cl)cc2c1=O)c1ccncc1	48	-2	2	0	-0.6	-1	nt	97	6
O=S(Cc1ccccc1)c1ccccc1 (configuration not stated)	nt	-6	2	0	-1.9	12	nt	nt	nt
COc1ccc(CNC(=O)COC(=O)c2n[nH]c3ccccc23)cc1	18	-1	-3	4	-1.0	21	-3	103	-2
O=C(COc1ccc(Cl)cc1Br)Nc1nnc(C2CC2)s1	nt	-3	1	2	0.8	0	-3	nt	nt
Cc1cc(C(=O)CSc2nnc(N)s2)c(C)n1Cc1cccs1	-11	-3	20	3	-0.5	14	2	107	-21
CCC(=O)Nc1nc2ccccc2n1Cc1ccc(C)cc1	8	-6	6	-3	2.4	-41	6	100	-7
Cc1cccc(NC(=S)NCc2cccn2C)c1	31	-1	3	-2	-0.8	-2	9	98	-6
CCOc1ccc(C(C)C)cc1S(=O)(=O)N1CCN(C(=O)c2ccco2)CC1	34	-7	-3	6	-0.9	9	5	100	-4
Nc1ccc(Oc2ccc(N)c([N+](=O)[O-])c2)cc1[N+](=O)[O-]	nt	0	9	nt	-0.7	-37	nt	nt	nt
O=C(O)c1cnc2[nH]c3ccccc3n2c1=O	25	-5	-12	8	0.7	-3	8	100	-10
CCOC(=O)C1CCN(S(=O)(=O)c2ccccc2[N+](=O)[O-])CC1	nt	0	5	nt	0.8	-8	11	nt	nt
O=C(NCCN1CCOCC1)c1ccc(Cl)cc1O	0	-10	-2	3	2.0	-16	-1	102	-5
Cc1ccc(C(=O)NCc2cccs2)cc1S(=O)(=O)N1CCCCC1	14	-10	2	1	-0.5	13	-6	92	-4
CCOc1ccc(N(CC(=O)NCc2ccccc2)S(C)(=O)=O)cc1	-14	-1	-5	-3	0.0	32	-1	101	1
COc1cc2sc3ccc(C#Cc4ccccn4)cc3c(=O)c2cc1OC	nt	-6	-3	5	1.2	17	-1	98	nt
CC(C)C(c1nnnn1Cc1cccs1)N1CCN(C2CCCC2)CC1 (configuration not stated)	-42	-4	0	3	-0.5	-2	1	102	-16
O=C(COC(=O)CSc1ccc([N+](=O)[O-])cc1)NC1CCCCCCC1	nt	1	-3	4	-1.8	11	-4	nt	nt
CCC(=O)Nc1c(OC(=O)CC)ccc2c(C)cc(=O)oc12	5	-1	1	4	4.2	-1	7	109	10
O=C(O)CSCC(=O)c1ccccc1	9	2	-2	-3	-1.1	1	1	106	-38
CCc1ccccc1-n1nnnc1SCC(=O)Nc1cc(C)on1	-4	-8	-1	4	-1.8	-6	8	98	-1

Sorted by length of the SMILES (rising): twelve of the compounds above
SMILES	PHOSPHO1 inh	GalR3 antagonist	M4 PAM	IDE act	CRFR2-BP ag	CRFR2-BP antag	IDE cell inh	MEKK3 PB1 HTS	pCIP destab
O=C(O)CSCC(=O)c1ccccc1	9	2	-2	-3	-1.1	1	1	106	-38
Cc1cccc(NC(=S)NCc2cccn2C)c1	31	-1	3	-2	-0.8	-2	9	98	-6
O=C(NCCN1CCOCC1)c1ccc(Cl)cc1O	0	-10	-2	3	2.0	-16	-1	102	-5
CCC(=O)Nc1nc2ccccc2n1Cc1ccc(C)cc1	8	-6	6	-3	2.4	-41	6	100	-7
O=C(COc1ccc(Cl)cc1Br)Nc1nnc(C2CC2)s1	nt	-3	1	2	0.8	0	-3	nt	nt
O=C(N/N=C/c1coc2ccc(Cl)cc2c1=O)c1ccncc1	48	-2	2	0	-0.6	-1	nt	97	6
CC(C)C(c1nnnn1Cc1cccs1)N1CCN(C2CCCC2)CC1 (configuration not stated)	-42	-4	0	3	-0.5	-2	1	102	-16
COc1ccc(CNC(=O)COC(=O)c2n[nH]c3ccccc23)cc1	18	-1	-3	4	-1.0	21	-3	103	-2
CCCCOC1CC(c2ccc(OCc3ccc(OC)cc3)c(OC)c2)N(C)O1 (configuration not stated)	-13	-5	-9	6	-3.2	89*	3	97	4
CCOC(=O)C1CCN(S(=O)(=O)c2ccccc2[N+](=O)[O-])CC1	nt	0	5	nt	0.8	-8	11	nt	nt
Nc1ccc(Oc2ccc(N)c([N+](=O)[O-])c2)cc1[N+](=O)[O-]	nt	0	9	nt	-0.7	-37	nt	nt	nt
COc1ccc(-c2csc3ncnc(N4CCN(c5ccccc5[N+](=O)[O-])CC4)c23)cc1	21	nt	1	-1	-2.0	-18	0	101	-22

Random excerpt: two entries already listed, in no set order.
SMILES	PHOSPHO1 inh	GalR3 antagonist	M4 PAM	IDE act	CRFR2-BP ag	CRFR2-BP antag	IDE cell inh	MEKK3 PB1 HTS	pCIP destab
CCOc1ccc(C(C)C)cc1S(=O)(=O)N1CCN(C(=O)c2ccco2)CC1	34	-7	-3	6	-0.9	9	5	100	-4
CC(=O)Nc1nc(C(=O)Nc2c(C)n[nH]c2C)cs1	-6	-3	4	5	-0.7	-1	5	95	11

Bioassay records: PubChem, several laboratories
